Rab9 prom act: activates the Rab9 promoter; Huh7 Rab9 promoter-luciferase reporter, luminescence, 24 h; 320,000 compounds, 2.8% hits; Potency, µM (titrated, usually from 9.22 µM), without a hit: at the top dose activation, negative = inhibition, actives largely listed as activators; further: % of control where 0% means no effect; nearly all actives have a fitted effect of over 60% in size
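Steps: seed 1500 Huh7 Rab9-luc cells per well, rest 2 h at 37 °C; add compound in DMSO; incubate 24 h; add luciferase reagent, 10 min ambient; read luminescence.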
NPC1 prom act: activates the NPC1 promoter. Huh7 NPC1 promoter luciferase reporter, 24 h. Potency, µM (highest dose often 9.22 µM), inactives show at the highest dose activation, actives largely listed as activators. 320,000 compounds, 2.4% hits. AID 485313;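 further: % of control where 0% means no effect; nearly all actives have a fitted effect of over 60% in size; reporter is driven by a mutant NPC1 promoter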
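Compounds in DMSO were transferred onto Huh7 NPC1-luciferase reporter cells pre-incubated 2 h; after 24 h at 37 °C, Amplite reagent was dispensed and luminescence recorded 10 min later.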
BRCA1 expr up: increases BRCA1 expression | MCF7-BRCA1-FFLuc reporter, luminescence, 48 h; response scale: scaled: vehicle 0%, 10 µM genistein 100% | Potency, µM (series often up to 46.1 µM), for the others: at the top dose activation, most hits filed as activators | 380,000 compounds, 1.1% hits | AID 624202; further: nearly all actives have a fitted effect of over 80% in size; some results filed as inactive show a strong effect at the top dose
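MCF7 cells carrying a BRCA1-firefly luciferase reporter (2000 cells/well, phenol-red free MEM) were attached for 2 h at 37 °C, then given compounds for 48 h. Luminescence was read 15 min after luciferase reagent; activity normalized to genistein (10 microM) and DMSO.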
RORg inh: blocks mouse ROR gamma transcriptional activity. P51450. Drosophila S2 Gal4-RORgamma UAS-luciferase reporter, 20 h. AID 2551. 310,000 compounds, 5.4% hits. Potency, µM (highest dose often 53.6 µM), for inactives: at the top dose activity change, negative = inhibition, hits mostly inhibitors; further: on the % scale 0 is the no-effect control and ±100 the full control effect; nearly all actives have a fitted effect of over 60% in size
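ROR gamma transcriptional activity was tracked as Gal4-UAS luciferase output in stably transfected Drosophila Schneider cells, with compound added 1 hr before 700 uM copper sulfate induction and a 20 hr ambient-temperature incubation.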
MBNL1 CUG block: MBNL1-poly(CUG) RNA binding inhibition; Q9NR56; Potency, µM (highest dose often 57.5 µM), for the others: at the top dose activity change, negative = inhibition, usual class: inhibitors; AID 2675; TR-FRET MBNL1-His/biotin-(CUG)12 binding, 665/545 ratio; 280,000 compounds, 0.036% hits; active means well fitted inhibition curve with a large enough effect in the signal ratio, with a control signal flat, not every such curve was filed as active; inconclusive means small, poorly fitted or top-dose-only effect, or effect the other way, or a change in a side signal; inactive means no such curve, though single readings can be large or run the other way; the % refers to the signal ratio; further: on the % scale 0 is the no-effect control and ±100 the full control effect
Target sequence (Q9NR56 whole entry, looked up): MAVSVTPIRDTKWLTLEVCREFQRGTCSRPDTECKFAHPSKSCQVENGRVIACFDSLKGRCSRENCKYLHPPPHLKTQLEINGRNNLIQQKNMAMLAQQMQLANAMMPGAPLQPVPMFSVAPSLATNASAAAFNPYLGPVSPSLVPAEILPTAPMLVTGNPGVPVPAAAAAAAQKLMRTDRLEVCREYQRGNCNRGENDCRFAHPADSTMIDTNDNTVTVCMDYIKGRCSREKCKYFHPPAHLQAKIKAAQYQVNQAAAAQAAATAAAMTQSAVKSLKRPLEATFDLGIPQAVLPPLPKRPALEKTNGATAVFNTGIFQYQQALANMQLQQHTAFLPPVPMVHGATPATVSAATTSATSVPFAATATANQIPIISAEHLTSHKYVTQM
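Compounds (final 92 nM to 58 uM) are added to His-tagged MBNL1 and biotin-(CUG)12, then terbium anti-His antibody and streptavidin-XL665 (5 nM final). After 60 min at room temperature, the 665/545 nm ratio is read.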
p53 reactivation: restores transcriptional activity of mutant p53 | H1299 p53-A138V BP100-luciferase reporter, luminescence, 24 h | 320,000 compounds, 0.063% hits | Potency, µM (top dose mostly 92.2 µM), for the others: top-dose activity change, positive = activation, actives largely listed as activators; further: % of control where 0% means no effect; nearly all actives have a fitted effect of over 45% in size
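H1299 (p53-null), stable ts p53-A138V + BP100-Luc; 1000 cells/well, Opti-MEM/10% FBS; cpd 4 pt, 1:5; 24 h, 37 deg C, 5% CO2; detection reagent 10 min RT; luminescence.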
Gal4-VP16 FLuc: counter-screen for ROR gamma inhibitors: Gal4-VP16 reporter; 310,000 compounds, 3.5% hits; Drosophila S2 Gal4-VP16 UAS-luciferase, luminescence, 20 h; Potency, µM (top dose mostly 53.6 µM), without a hit: at the top dose activity, negative = inhibition, actives largely listed as inhibitors; AID 2546;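 further: Gal4-VP16 expression switched on by copper sulfate through the metallothionein promoter; on the % scale 0 is the no-effect control and ±100 the full control effect; nearly all actives have a fitted effect of over 50% in size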
uPA surface inh: inhibitors of cell surface uPA generation; cell surface uPA generation assay, qHTS; Potency, µM (top dose mostly 38.3 µM), inactives show at the top dose activity change, negative = inhibition, most hits filed as inhibitors; 330,000 compounds, 0.31% hits; active means well fitted inhibition curve with a large enough effect; inconclusive means small, poorly fitted or top-dose-only effect; inactive means no such curve, though single readings can be large or run the other way; tested in mouse RAW 264.7 cells; further: on the % scale 0 is the no-effect control and ±100 the full control effect; nearly all actives have a fitted effect of over 55% in size
FLuc counter: inhibits or activates purified firefly luciferase, miR-21 counter-screen; P08659; purified FLuc, Km substrates, luminescence inhibition; Potency, µM (highest dose often 57.5 µM), without a hit: at the highest dose activity change, negative = inhibition, actives largely listed as inhibitors; 360,000 compounds, 6.9% hits; AID 588342;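 further: plate controls were vehicle for no effect and reference inhibitor for full effect; nearly all actives have a fitted effect of over 55% in size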
Target sequence (P08659 whole entry, looked up): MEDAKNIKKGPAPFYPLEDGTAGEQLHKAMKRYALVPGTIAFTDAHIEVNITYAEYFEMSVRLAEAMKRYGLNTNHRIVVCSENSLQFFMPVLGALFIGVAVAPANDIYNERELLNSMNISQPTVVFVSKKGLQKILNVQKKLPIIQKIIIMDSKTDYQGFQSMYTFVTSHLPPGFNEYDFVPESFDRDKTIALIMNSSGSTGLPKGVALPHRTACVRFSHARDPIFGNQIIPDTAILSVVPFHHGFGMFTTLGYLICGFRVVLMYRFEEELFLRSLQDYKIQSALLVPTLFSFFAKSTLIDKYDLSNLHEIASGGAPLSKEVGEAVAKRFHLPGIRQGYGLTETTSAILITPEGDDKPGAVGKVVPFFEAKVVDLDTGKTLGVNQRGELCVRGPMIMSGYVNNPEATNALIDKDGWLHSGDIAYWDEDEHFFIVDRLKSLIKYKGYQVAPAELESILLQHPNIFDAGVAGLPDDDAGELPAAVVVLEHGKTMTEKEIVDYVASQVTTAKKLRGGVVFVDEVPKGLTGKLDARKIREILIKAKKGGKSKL
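Biochemical qHTS of compounds, final roughly 60 µM downward over six points, against 10 nM purified firefly luciferase using Km concentrations of substrates (10 uM D-luciferin, 10 uM ATP) in Tris acetate pH 7.5 buffer; luminescence output.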
MLL CXXC-DNA inh: MLL CXXC-DNA interaction inhibition; Potency, µM (top dose mostly 115 µM), without a hit: at the top dose activity change, negative = inhibition, actives largely listed as inhibitors; 290,000 compounds, 0.037% hits; MLL-CXXC / FITC-HOXA9 DNA fluorescence polarization; Q03164; active means well fitted inhibition curve with a large enough effect in the polarisation, with a control signal flat, not every such curve was filed as active; inconclusive means small, poorly fitted or top-dose-only effect, or effect the other way, or a change in a side signal; inactive means no such curve, though single readings can be large or run the other way; the % refers to the polarisation
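Purified MLL-CXXC (added from a 7 uM solution) was preincubated 5 min at ambient with pinned compounds in 50 mM Tris-HCl pH 7.5, 50 mM NaCl, 1 mM DTT, 0.05% BSA. Fluorescein-labeled HOX-A9 DNA (50 nM solution) followed, 30 min, then polarization read.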
ELG1 genotox: genotoxicity induction in ELG1-luciferase HEK293T cells; HEK293T ELG1-luciferase reporter, luminescence, 16 h; Potency, µM (titrated, usually from 46 µM), for inactives: at the highest dose activity change, positive = activation, actives largely listed as activators; 330,000 compounds, 1.3% hits; further: % of control where 0% means no effect; nearly all actives have a fitted effect of over 60% in size
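HEK293T cells expressing luciferase-tagged ELG1 were exposed to compound or DMSO vehicle for 16 hr at 37 °C and 5% CO2. Luciferase activity was then measured with ONE-Glo after 30 min at room temperature.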
* = called active by the depositor; ? = inconclusive; nt = not tested or not shown; [ ] = dose if it differs, or a comment. Unless noted, the call rests on the fitted dose curve; in most records, active means well fitted curve in the direction sought with a large enough effect; inconclusive means small, poorly fitted or top-dose-only effect, or another doubt; inactive means no such curve, though single readings can be large; an effect the other way counts as inactive or inconclusive. Potency means the concentration at half of the fitted maximal effect. The list is partial (hit frequency here may not be typical).

SMILES	Rab9 prom act	NPC1 prom act	BRCA1 expr up	RORg inh	MBNL1 CUG block	p53 reactivation	Gal4-VP16 FLuc	uPA surface inh	FLuc counter	MLL CXXC-DNA inh	ELG1 genotox
COC(=O)c1sccc1NC(=O)C1C2C=CC(C2)C1C(=O)O (stereo not drawn)	-1%	-2%	0%	16%	-7%	3%	-4%	4%	12%	3%	2%
CCCc1nc2oc3ccccc3c(=O)c2c(=O)n1CCCOC	1%	1%	-9%	28%	nt	1%	-1%	-4%	-3%	4%	0%
CCn1c(CC(=O)Nc2ccc(C)c(Cl)c2)nnc1SCC(=O)Nc1nc(C)cs1	-2%	-3%	-19%	-33%	5%	-7%	6%	5%	-1%	52%[activator]	14%
CCN(CC)CCCC(C)NC(=O)c1c(NC(=O)c2ccccc2)sc2c1CCCC2 (stereo not drawn)	-19%	-3%	-66%	-29%	11%	nt	-11%	?	-1%	?	7%
CNc1nc(CC(C)=O)ns1	4%	-4%	-5%	-2%	-9%	3%	-3%	-6%	5%	4%	1%
Cc1onc(-c2ccccc2)c1C(=O)Nc1ccc(Br)cc1Cl	-5%	4%	1%	5%	-3%	9%	-8%	-3%	-3%	?	6%
COc1ccc(C(=O)C2CCCN(Cc3cccc4c3OCO4)C2)cc1OC (stereo not drawn)	-1%	-1%	-17%	-2%	-8%	-3%	10%	-1%	0%	-23%	-3%
Cn1c(CNC(=O)C(C)(C)C)nc2ccccc21	0%	1%	2%	20%[0.365 µM]	-13%	-10%	nt	4%	0%	-1%	-4%
CCSc1nc(N)c(NC(=O)c2ccc(Br)o2)c(=O)[nH]1	-3%	-1%	0%	-2%	1%	-1%	-2%	0%	0%	0%	10%
CCNC(=O)NC1(C(=O)Nc2ccc3c(c2)OCCO3)CCCCC1	-6%	0%	-10%	18%	5%	-4%	-13%	-1%	-7%	14%	-3%
CCN(CC)S(=O)(=O)c1ccc(N2CCOCC2)c(NC(=O)c2ccccc2)c1	1%	1%	-18%	31%	4%	-13%	-11%	-4%	0%	7%	-1%
COC(=O)c1ccc(CSc2nc3c(cnn3-c3ccc(C)cc3)c(=O)[nH]2)o1	-1%	-4%	-5%	-1%	-6%	-10%	-3%	4%	-2%	3%	7%
Cc1ccc(S(=O)(=O)N2CCC(C(=O)OCC(=O)N3CCCC(C)C3)CC2)cc1C (stereo not drawn)	-3%	1%	-5%	nt	nt	-1%	nt	-1%	2%	nt	0%
COc1cccc(NC(=O)C2CCN(S(=O)(=O)c3ccc4c(c3)C(C)(C)C(=O)N4C)CC2)c1	-1%	0%	-5%	-18%	1%	4%	-12%	4%	-2%	-10%	-5%
O=C(Nc1ccc2snnc2c1)N1CCCCC1	18%	9%	31%	-8%	11%	3%	-18%	1%	?	-10%	6%
CCOc1ccc(NC(=O)N(CC(C)C)CC(C)C)cc1	-3%	0%	-5%	-3%	-5%	-1%	-1%	-2%	?	8%	-2%
Cc1ccc(CNC(=O)CSc2ncn[nH]2)cc1	6%	9%	21%	-19%	-3%	6%	8%	0%	-1%	8%	-6%
COc1ccc2c(c1OC)C(=O)N(c1cccc(C)c1)C2	1.4µM*	1.4µM*	?	?	-7%	?	?	-13%	1.5µM*	8%	2.1µM*
COc1cc(NC(=O)c2ccc3c(c2)OCO3)ccc1NC(=O)c1ccco1	2%	-4%	2%	?	15%	4%	-9%	1%	-3%	-8%	2%
Cc1nc2ccccc2c(=O)n1/N=C/c1ccc(F)cc1	-4%[1.84 µM]	-2%	100%	25%	-8%	1%	20%	-25%	?	-7%	3%
CCOc1cc(S(=O)(=O)N2CC=C(c3ccc(F)cc3)CC2)c(OCC)cc1-n1cnnn1	-21%	-35%[inhibitor]	-84%	8%	-5%	-6%	-7%	2%	1%	-7%	-6%
COc1cccc(C(=O)CSc2nc3ccccc3n2CC(=O)N(C(C)C)C(C)C)c1	2%	-1%	7%	23%	6%	2%	-2%	2%	3%	-2%	4%
CCN1CCCC1Cn1cnc2c([nH]c3ccc(Cl)cc32)c1=O (stereo not drawn)	10%	-1%	11%	7%	22%	-5%	1%	-9%	7%	-2%	2%
Nc1nonc1-n1nnc(C(=O)N/N=C\c2cccc(Cl)c2)c1CN1CCOCC1	0%	4%	-20%	-10%	15%	-6%	1%	-1%	3%	-1%	-3%
Cn1c(=O)c2c(nc(NCCOc3ccc(F)cc3)n2C)n(C)c1=O	-20%	-12%	-24%	-10%	2%	-2%	-2%	1%	-1%	-3%	-8%
CS(=O)(=O)c1ccc(C(=O)CN2C(=O)NC3(CCCc4ccccc43)C2=O)cc1 (stereo not drawn)	1%	0%	0%	nt	nt	-10%	nt	-1%	0%	nt	-2%
CC(C)c1ccc(-n2c(-c3ccccc3)c[n+]3c2CCc2ccccc2-3)cc1	-45%[inhibitor]	-46%[inhibitor]	-80%	4.5µM*	-2%	-1%	3.5µM*	?	0%	15%	-11%
CC1CCCN(S(=O)(=O)c2ccc(NC(=O)C3CCN(C(=O)C(C)(C)C)CC3)cc2)C1 (stereo not drawn)	-11%	-7%	-8%	nt	nt	-1%	nt	-27%	0%	nt	-1%
COc1cc(NC(=O)Cc2ccccc2)nc(OC)n1	4%	0%	10%	23%	-4%	-3%	-1%	6%	-1%	-6%	5%
COc1cc(C(=O)NCCC(=O)NC2CCCc3ccccc32)cc(OC)c1OC (stereo not drawn)	0%	-1%	1%	-12%	-4%	0%	1%	-2%	0%	-2%	-2%
Fc1ccc(CN2CCSCC2)cc1Br	-3%	1%	0%	2%	-2%	3%	4%	nt	1%	6%	1%
CCCCCc1ccc(-c2cn(CN3C(=O)c4ccccc4C3=O)nn2)cc1	-1%	-4%	7%	1%	-2%	nt	-3%	-3%	-1%	-6%	7%
CC(C)(C)OC(=O)NCCc1nnc(S(=O)(=O)Cc2ccc(Cl)cc2Cl)o1	-8%	-10%	-107%	?	-1%	-30%	7.1µM*	-12%	-13%	-10%	9%
CCOC(=O)c1c(N2C(=O)CC(Sc3ccccc3C(=O)O)C2=O)sc(C)c1C (stereo not drawn)	-6%	0%	5%	-28%	-5%	6%	-1%	2%	-10%	-21%	3%
CCn1c(=O)c2c(nc(SCC(=O)N3CCCC(C)C3)n2C)n(C)c1=O (stereo not drawn)	-8%	-5%	-12%	56%	-7%	-2%	-5%	-4%	1%	-4%	-1%
CC1CN(C(=S)Nc2cccc(F)c2)CC(C)O1 (stereo not drawn)	-4%	-5%	-8%	?	-13%	nt	-1%	2%	3%	3%	-1%
CC1(C)CN(c2ccsc2C(=O)O)C1=O	-2%	-6%	-27%	2%	3%	0%	-1%	3%	-1%	1%	-1%
Cc1cc(S(=O)(=O)N2CCN(c3c(C)cccc3C)CC2)ccc1F	-1%	-3%	-42%	10%	1%	6%	-10%	-1%	1%	3%	-6%
CCN(CC(=O)NCc1cccs1)C(=O)c1cccc(S(=O)(=O)NC)c1	-3%	-1%	-16%	nt	nt	-5%	nt	8%	3%	nt	1%
Cc1cc(-c2n[nH]c(=S)n2-c2ccc(C)c(C)c2)no1	-5%	-10%	-15%	6%	-4%[11.5 µM]	-10%	-17%	0%	-2%	5%	4%
CC(C)Sc1cc(N2CCCC2)nc(-c2ccccc2Cl)n1	-1%	0%	-21%	9%	7%	-3%	-6%	-4%	-3%	7%	-1%
Cc1cc(=O)c2cc(NC(=O)c3ccccc3Cl)ccc2[nH]1	9%	2%	-41%	2%	5%	nt	1%	-3%	-2%	7%	1%
CCCNc1nc(N)nc(-c2cc(Cl)ccc2OC)n1	-4%	2%	2%	14%	1%	-2%	19%	-1%	11%	6%	-1%
CCCCNc1n[n+](C)c(-c2cccc(C)c2)s1	-7%	-5%	nt	-31%	-6%	4%	-10%	nt	0%	-17%	3%
Cc1cc(C)n(C(=O)C(C)N2C(=O)c3ccccc3C2=O)n1 (stereo not drawn)	6%	-1%	-16%	-29%	9%	-6%	8%	nt	4%	9%	0%
c1ccc(-c2ccn3nnnc3n2)cc1	4%	6%	-36%	-5%	-1%	25%	20%	0%	2%	0%	8%
Nn1c(SCC(=O)Nc2ccc3c(c2)OCO3)nnc1-c1ccccc1	1%	-3%	-2%	?	-12%	3%	6%	nt	-18%	5%	1%

Screening data: PubChem BioAssay, National Center for Advancing Translational Sciences (NCATS)
